# From PubChem BioAssay
# HIV fusion peptide = cell-free HIV fusion peptide-binding blockers – biochemical, uHTS, fluorescence dequenching, primary screen (AID 1986); 290,000 compounds, 0.3% hits; inhibition, % at 20 µM; hits with a dose series show IC50 in µM; cell-free peptide binding, fluorescence dequenching, 30 min; higher % means a stronger effect; in the data active = inhibition mostly above about 52%, no sharp cut-off; inactive = mostly below about 76%; note: some results filed as inactive read as strong as hits
# NS5 inhibitors = Dengue-2 NS5 methyltransferase inhibitors, primary screen, biochemical, confirmation dose response (AID 588689) | Dengue-2 NS5 methyltransferase capping enzyme assay, biochemical; higher % means a stronger effect | inhibition, % at 25 µM, or IC50 in µM where a hit was titrated | 340,000 compounds, 0.3% hits; in the data active = a potency from the dose series
# LYP phosphatase = PTPN22 lymphoid phosphatase activity blockers – biochemical, fluorescence intensity, uHTS (AID 1779); recombinant LYP phosphatase, fluorescence intensity; higher % means a stronger effect; one-dose inhibition, % at 11.5 µM; IC50 in µM for titrated hits; 290,000 compounds, 0.054% hits;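 note: plate controls were vehicle with enzyme for no effect and no enzyme for full effect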
# Lipid droplet = modulators of hepatic lipid droplet formation; AML12 mouse hepatocytes, oleate lipid droplets, BODIPY imaging; inhibition, % at 6.5 µM; 240,000 compounds, 0.4% hits; AID 1656;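 active = lipid droplet intensity inhibited by at least 50%, with more than 500 cells counted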
#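 Assay system: AML12 mouse liver cells | Compound: 6.5 µM single-point dosing | Schedule: Overnight exposure | Technique: Fluorescence imaging, 20x objective, two fields per well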
# Myeloid diff MLP = myeloid differentiation induction; ER-HoxA9 myeloid progenitors, lysozyme-GFP differentiation, flow cytometry; calls only at 10 µM; 360,000 compounds, 1% hits; AID 624256;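 active = normalized GFP-positive differentiation at or above the plate's own cutoff, the solvent-only control mean plus 3 SD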;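 note: cells exposed to compound for four days before flow analysis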
# XIAP displacement = small molecules displacing peptide from XIAP – biochemical, IAP family, fluorescence polarization (AID 1018). displacement, % at 20 µM, or IC50 in µM where a hit was titrated. 200,000 compounds, 0.007% hits. XIAP BIR domain, fluorescence polarization peptide displacement; higher % means a stronger effect; in the data active = displacement above about 50%; note: a part of the inactive calls stands beside numbers as strong as those of hits
# SIAH1 antagonists = Siah-1 peptide-binding antagonists, primary screen, biochemical, fluorescence polarization, rhodamine-plectin, uHTS (AID 1817); Siah-1 / rhodamine-plectin peptide fluorescence polarization; higher % means a stronger effect; displacement, % at 20 µM; hits with a dose series show IC50 in µM; 290,000 compounds, 0.02% hits;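 active = displacement of at least 50% at 20 µM, with a fluorescence ratio check between 0.3 and a set limit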;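 note: plate controls were Siah plus tracer with DMSO for no effect and tracer alone without Siah for full effect; strong numbers were not always called active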
# HEK293 NOD2/NF-kB = NOD2 signaling inhibitors, cell-based, luminescence, uHTS, HEK293 (AID 1566) | HEK293 NOD2/NF-kB luciferase reporter, luminescence; higher % means a stronger effect | inhibition, % at 4 µM; hits with a dose series show EC50 in µM | 290,000 compounds, 0.63% hits; note: many of its hits are not listed in these tables
# AID2073 = inhibitors of Mint1-CaV2.2 protein interaction, biochemical, HTRF (AID 2073); 290,000 compounds, 0.19% hits; HTRF protein-protein interaction, Mint1-CaV2.2; higher % means a stronger effect; inhibition, % at 20 µM, or IC50 in µM where a hit was titrated; in the data active = inhibition mostly above about 51%, no sharp cut-off; note: some results filed as inactive read as strong as hits
# Lipid droplet cells 6.5 µM = also measured in Lipid droplet; calls as there; cell count; measured here: cell count, cytotoxicity flag;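 cells counted across two imaged fields per well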
# NS5 inhibitors pilot replicate = further read-out of NS5 inhibitors, marked with its call; inhibition, %; measured here: pilot screen replicate inhibition
# Myeloid diff MLP GFP+ MAC1+ % = also measured in Myeloid diff MLP; calls as there; GFP+ MAC1+ double positive, %; measured here: differentiation confirmed by MAC1 staining
# Numbers without * were called inactive; i = inactive; · = no result given. Cut-off read from the data, not from the text of the source, unless noted: active = inhibition above about 50%; inactive = the rest. Not all compounds are listed, so the mix of outcomes need not match the whole.
SMILES,HIV fusion peptide,NS5 inhibitors,LYP phosphatase,Lipid droplet,Lipid droplet cells 6.5 µM,Myeloid diff MLP,Myeloid diff MLP GFP+ MAC1+ %,XIAP displacement,SIAH1 antagonists,HEK293 NOD2/NF-kB,AID2073,others
CCCNC(=O)COC(=O)c1ccc(S(=O)(=O)N2CCCC2)cc1,-0.8%,-2%,-4%,0,608,i,0.1,-1.8%,2%,13%,9%,
COc1ccccc1/C=C1\SC(=S)N(CCC(=O)Nc2cccc(O)c2)C1=O,-2.1%,-3%,-5%,-3,832,i,0.6,·,-3%,-127%,16%,
CCOC(=O)C(=O)N1c2ccccc2C(N(C(=O)C(=O)OCC)c2ccccc2)CC1C (centres undefined),0.1%,-2%,0%,-23,710,i,0.2,·,0%,0%,0%,
Cc1nc(-c2ccc(S(=O)(=O)NCc3ccccn3)s2)cs1,-0.9%,3%,-7%,2,692,i,0.9,·,-6%,-8%,-9%,
COc1ccc(C(C(=O)NC2CCCC2)N(C(=O)c2snc(C(N)=O)c2N)C2CCCC2)cc1OC (centres undefined),-0.6%,-1%,-1%,-12,807,i,0.5,·,7%,-7%,1%,
C/C(=N\NC(=O)CSCc1ccc([N+](=O)[O-])cc1)c1ccccc1O,0.3%,-6%,-14%,9,743,i,0.2,3.5%,8%,17%,31%,
COc1ccc(S(=O)(=O)N(C)CC(=O)NCc2cccnc2)cc1C,-1.9%,-3%,-4%,0,666,i,0.6,-8.7%,5%,0%,-4%,
C=CCN1C(=O)/C(=C/c2ccc(O)cc2)S/C1=N/c1nccs1,7.9%,-24%,1%,-2,610,i,1.0,-5.8%,-4%,18%,13%,
CCCc1nc2ccccc2c(=O)n1/N=C/c1ccc(O)cc1O,-2.8%,0%,-7%,·,·,i,0.6,-5.0%,-4%,13%,16%,
O=c1c2cc(-c3ccccc3)sc2ncn1/N=C/c1ccco1,14%,-1%,-3%,·,·,i,0.6,-4.5%,-1%,-22%,1%,
CCC(C)CCN1C(Nc2ccccc2)=NC[C@@H]1C (some centres undefined),-1.1%,-10%,-10%,-4,783,i,1.0,·,14%,6%,7%,
CCN(Cc1cccc(F)c1)C(=O)c1ccc2ccccc2n1,1.9%,-3%,-4%,-17,802,i,1.4,·,3%,18%,0%,
Cn1c(=O)[nH]c(=O)c2c1nc(N1CCCCC1)n2CC(O)COc1ccc([N+](=O)[O-])cc1 (centres undefined),-2.2%,0%,-3%,-8,832,i,1.5,·,-3%,3%,4%,
O=C(Nc1ccc(F)cc1)c1cc(Cl)sc1Cl,-0.6%,-6%,-2%,17,700,i,0.6,-5.3%,-2%,-9%,1%,
COC(=O)c1sc(N)c(C(=O)OC)c1COC(=O)CNS(=O)(=O)c1ccc(C)c(C)c1,2.9%,-6%,-2%,-21,433,i,0.8,-7.7%,-4%,7%,7%,
CCOc1ccccc1N1CCN(C(=O)c2cc3c(s2)CCC3)CC1,-0.9%,6%,-2%,·,·,i,1.3,-9.4%,2%,14%,-8%,
COc1cccc(CNC(=O)Cc2csc(Nc3nc(=S)[nH]c4ccccc34)n2)c1,2.8%,11%,0%,-34,667,i,0.3,-5.1%,-6%,27%,30%,
O=C(Nc1nnc(SCCC2OCCO2)s1)C1CC(=O)N(c2ccc(F)cc2)C1 (centres undefined),4.4%,-3%,-3%,-17,653,i,1.2,·,4%,-3%,23%,
Cc1ccc(C(=O)N2CCN(c3ncccn3)CC2)cc1S(=O)(=O)N1CCCCC1,6.9%,-2%,2%,5,601,i,1.0,-6.4%,5%,2%,5%,
COC(=O)C1=C(C(=O)OC)[C@@H]2N(Cc3ccccc3)c3ccccc3[C@@]23C[C@@H](C(=O)OC)N(C(=O)CC(C)C)C3=N1,-1.1%,-3%,2%,-23,668,i,1.5,·,2%,-11%,-2%,
O=C(Cc1ccccc1)Nc1ccc(NC(=O)c2cccs2)cc1,1.1%,-3%,-2%,3,661,i,0.2,-2.0%,7%,-1%,6%,
CC/C(=N\NC(N)=O)c1ccc(OC)c(OC)c1,-1.5%,·,-7%,2,749,i,0.4,·,-2%,0%,-12%,
COc1ccccc1N1CCN(S(=O)(=O)c2ccc(-c3cnc(C4CC4)o3)cc2)CC1,-2.6%,-10%,-6%,-31,699,i,0.6,·,-5%,15%,9%,
O=C(O)c1cc(Nc2cc(Cl)c3nonc3c2[N+](=O)[O-])ccc1O,9.0%,8.6µM*,-1%,-12,758,i,0.3,·,34%,2%,-6%,

# 11 entries already listed, arranged by SMILES length, highest first:
SMILES,HIV fusion peptide,NS5 inhibitors,LYP phosphatase,Lipid droplet,Lipid droplet cells 6.5 µM,Myeloid diff MLP,Myeloid diff MLP GFP+ MAC1+ %,XIAP displacement,SIAH1 antagonists,HEK293 NOD2/NF-kB,AID2073,others
Cn1c(=O)[nH]c(=O)c2c1nc(N1CCCCC1)n2CC(O)COc1ccc([N+](=O)[O-])cc1 (centres undefined),-2.2%,0%,-3%,-8,832,i,1.5,·,-3%,3%,4%,
COC(=O)c1sc(N)c(C(=O)OC)c1COC(=O)CNS(=O)(=O)c1ccc(C)c(C)c1,2.9%,-6%,-2%,-21,433,i,0.8,-7.7%,-4%,7%,7%,
COc1ccccc1N1CCN(S(=O)(=O)c2ccc(-c3cnc(C4CC4)o3)cc2)CC1,-2.6%,-10%,-6%,-31,699,i,0.6,·,-5%,15%,9%,
COc1cccc(CNC(=O)Cc2csc(Nc3nc(=S)[nH]c4ccccc34)n2)c1,2.8%,11%,0%,-34,667,i,0.3,-5.1%,-6%,27%,30%,
O=C(Nc1nnc(SCCC2OCCO2)s1)C1CC(=O)N(c2ccc(F)cc2)C1 (centres undefined),4.4%,-3%,-3%,-17,653,i,1.2,·,4%,-3%,23%,
CCOc1ccccc1N1CCN(C(=O)c2cc3c(s2)CCC3)CC1,-0.9%,6%,-2%,·,·,i,1.3,-9.4%,2%,14%,-8%,
O=C(Cc1ccccc1)Nc1ccc(NC(=O)c2cccs2)cc1,1.1%,-3%,-2%,3,661,i,0.2,-2.0%,7%,-1%,6%,
CCN(Cc1cccc(F)c1)C(=O)c1ccc2ccccc2n1,1.9%,-3%,-4%,-17,802,i,1.4,·,3%,18%,0%,
CCC(C)CCN1C(Nc2ccccc2)=NC[C@@H]1C (some centres undefined),-1.1%,-10%,-10%,-4,783,i,1.0,·,14%,6%,7%,
CC/C(=N\NC(N)=O)c1ccc(OC)c(OC)c1,-1.5%,·,-7%,2,749,i,0.4,·,-2%,0%,-12%,
O=C(Nc1ccc(F)cc1)c1cc(Cl)sc1Cl,-0.6%,-6%,-2%,17,700,i,0.6,-5.3%,-2%,-9%,1%,

# More structures:
SMILES,HIV fusion peptide,NS5 inhibitors,LYP phosphatase,Lipid droplet,Lipid droplet cells 6.5 µM,Myeloid diff MLP,Myeloid diff MLP GFP+ MAC1+ %,XIAP displacement,SIAH1 antagonists,HEK293 NOD2/NF-kB,AID2073,others
CC#CCNCc1ccccc1,1.3%,2%,3%,·,·,i,2.4,-0.6%,2%,16%,29%,
Cc1ccc(C)c(CN2C(=O)C(C)Oc3ccc(C)cc32)c1 (centres undefined),0.6%,2%,-3%,·,·,i,4.5,-2.4%,-2%,-4%,-1%,
O=C(CCc1nc2ccccc2s1)N1CCN(S(=O)(=O)c2cccs2)CC1,-1.2%,3%,-8%,·,·,i,0.7,-3.5%,-1%,-10%,1%,
Cc1nc2c(C#N)c[nH]n2c(=O)c1CCO,-0.7%,-2%,-3%,-3,712,i,1.1,·,-4%,0%,7%,
Cc1ccc(-n2c(SCC(=O)N/N=C/c3ccccc3C(=O)O)nnc2-c2ccccc2)cc1,0.9%,1%,1%,4,729,i,0.7,·,-2%,12%,20%,
Cc1cc(C)c(NC(=O)Cn2nnc(C(=O)NCc3ccco3)c2N)c(C)c1,0.7%,-3%,-4%,6,672,i,0.1,-6.0%,23%,10%,0%,
CNc1nc(N)c([N+](=O)[O-])c(Nc2cccc(Cl)c2)n1,1.2%,·,-8%,2,721,i,0.4,·,8%,4%,33%,
O=S(=O)(c1ccc(Cl)cc1)N1c2ccccc2Oc2nc3ccccc3nc21,0.4%,-1%,-4%,9,757,i,1.1,-0.5%,-2%,20%,25%,
COc1ccc(C(CNC(=O)Cn2[nH]c(=O)c3ccccc3c2=O)N2CCCC2)cc1 (centres undefined),-1.9%,-8%,-13%,·,·,i,1.3,-3.2%,2%,1%,-2%,
O=C(NNC1CC(c2ccccc2)=NN1C(=O)c1ccccc1)c1ccccc1 (centres undefined),-0.4%,-2%,-2%,5,767,i,0.7,-7.1%,-4%,5%,-2%,
C=CCNc1nc2ccccc2nc1NS(=O)(=O)c1ccc(F)cc1,4.6%,-6%,-4%,-5,754,i,0.3,·,4%,8%,9%,
Cc1nn(Cc2c(Cl)cccc2Cl)c(C)c1NC(=O)CCCn1nc(C)c([N+](=O)[O-])c1C,-1.1%,-1%,-7%,-4,700,i,0.5,-3.0%,-3%,9%,0%,
Cc1ccn2c(C(=O)CSc3ccccc3)c(C)nc2c1,1.5%,2%,-5%,2,696,i,0.8,-8.6%,6%,-52%,0%,
CS(=O)(=O)N(CC(=O)NCc1ccccn1)c1ccc2c(c1)OCCO2,0.0%,-6%,-4%,3,732,i,4.0,-7.8%,-2%,12%,0%,
C=CCNC(=S)/C(=C(/[O-])c1ccc([N+](=O)[O-])cc1)[n+]1ccccc1,-2.0%,1%,-4%,12,665,i,0.4,-5.5%,-2%,18%,-7%,
CCOC(=O)c1csc(NC(=O)CN2CCN(C)CC2)n1,1.5%,-4%,-10%,-7,825,i,0.8,·,0%,20%,0%,
Cn1c(CCN2CCN(c3ccc(F)cc3)CC2)nc2cc(NC(=O)c3ccco3)ccc21,2.2%,-6%,-4%,·,·,i,0.6,-3.9%,-2%,-39%,8%,NS5 inhibitors pilot replicate=4.2
CO/N=C/C1CCN(c2ncc(C(F)(F)F)cc2Cl)C1=O (centres undefined),-1.4%,3%,-13%,-2,711,i,0.1,-6.6%,-4%,-3%,0%,
